U2OS ROS induce: ROS inducers in U2OS cancer cells, primary screen, cell-based, H2DCF-DA fluorescence; ROS induction (% of piperlongumine), % at 10 µM; actives 2% (n = 46,000); U2OS ROS induction; in the data active = ROS induction above about 79%, passing the limit was not always enough;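 note: 0% = DMSO vehicle median and 100% = reference compound median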
An asterisk follows results filed as active.

SMILES | U2OS ROS induce
COc1ccc(-c2nnc(SCC(=O)N3c4ccccc4Sc4ccccc43)n2C)cc1 | 6
CCOC(=O)c1cc(C#N)c(N2CCN(C(=O)c3snnc3C)CC2)nc1C(F)(F)F | -4
Cn1cnnc1SCCCN1C(=O)c2cccc3cccc(c23)C1=O | 10
O=C(N/N=C/c1cc2c(cc1Br)OCO2)c1ccccc1O | -7
CN1C(=O)C2C=CC=CC2N=C1SCC(N)=O (stereo unspecified) | -17
C[C@H]1CN([C@@H](C)CO)C(=O)Cc2cc(NC(=O)c3ccncc3)ccc2O[C@@H]1CN(C)C(=O)Nc1ccccc1 | 0
Cc1noc(C)c1NC(=O)N(C)C[C@@H]1Oc2ccc(NS(=O)(=O)c3cccs3)cc2CC(=O)N([C@@H](C)CO)C[C@@H]1C | -6
COc1ccc(-c2nc(Nc3nc(C)cc(C)n3)n[nH]2)cc1OC | 10
Cc1ccc2oc3c(c(=O)c2c1)C(c1ccc(OCC(N)=O)cc1)N(c1nc(C)c(C)s1)C3=O (stereo unspecified) | -2
COc1ccc(NC(=O)Nc2cccc3c2O[C@H](CN(C)Cc2ccc(C(F)(F)F)cc2)[C@H](C)CN([C@@H](C)CO)C3=O)cc1 | 5
Cc1cccc(C(=O)N(CCN2C(=O)c3ccccc3C2=O)c2cccc3ccccc23)c1 | 2
Cc1ccc(Cn2cc(CCC(=O)O)c3ccccc32)cc1 | 4
COc1c(CC=C(C)C)c2c(c3oc(=O)c(-c4ccc(OC(C)=O)cc4)c(OC(C)=O)c13)C=CC(C)(C)O2 | -5
C[C@@H]1CCCCO[C@@H](CN(C)S(=O)(=O)c2cn(C)cn2)[C@@H](C)CN([C@H](C)CO)C(=O)c2cc(NC(=O)Nc3cccc4ccccc34)ccc2O1 | 2
C[C@H](CO)N1C[C@H](C)[C@H](CN(C)S(C)(=O)=O)Oc2ccc(NC(=O)Nc3ccc4c(c3)OCO4)cc2CC1=O | -6
COc1ccc(S(=O)(=O)Nc2ccc3c(c2)CC(=O)N([C@@H](C)CO)C[C@H](C)[C@H](CN(C)C)O3)cc1 | 0
Cc1cc(C(=O)Nc2cccc3c2O[C@@H](CN(C)Cc2ccc4c(c2)OCO4)[C@@H](C)CN([C@H](C)CO)C3=O)n(C)n1 | -5
C[C@@H]1CN([C@@H](C)CO)C(=O)Cc2cc(N(C)C)ccc2O[C@@H]1CN(C)Cc1ccncc1 | 4
C[C@@H]1CCCCO[C@@H](CN(C)C(=O)NC2CCCCC2)[C@@H](C)CN([C@H](C)CO)C(=O)c2cc(NC(=O)Nc3cccc4ccccc34)ccc2O1 | 139*
CC(=O)Nc1ccccc1-c1nnc(SCc2ccccc2Cl)[nH]c1=O | -9
O=C(NCCC1=CCCCC1)c1ccc(Cl)cc1 | -8
C[C@H](CO)N1C[C@H](C)[C@H](CN(C)S(=O)(=O)c2ccc(Cl)cc2)Oc2c(NS(=O)(=O)c3cccs3)cccc2C1=O | 20
COc1ccc(C#Cc2ccc3c(c2)[C@]2(C(=O)N3)[C@H](C(=O)N3CCc4cc(OC)c(OC)cc4C3)[C@H]3C(=O)O[C@H](c4ccccc4)[C@H](c4ccccc4)N3[C@@H]2c2ccccc2OCCO)cc1 | 17
C[C@@H]1CN([C@H](C)CO)C(=O)Cc2cc(NS(=O)(=O)c3ccccc3)ccc2O[C@@H]1CN(C)Cc1ccc2c(c1)OCO2 | 26
COc1ccc(C(=O)CSc2nc(C)[nH]c2[N+](=O)[O-])cc1Br | 62
O=C(N/N=C/c1cc(F)ccc1O)c1ccccc1O | -14
Cn1c(SCc2nc(-c3ccccc3)no2)nnc1-c1ccco1 | 2
COc1ccc(CN(C)C[C@H]2Oc3ccc(NC(=O)NC(C)C)cc3C(=O)N([C@H](C)CO)C[C@H]2C)cc1 | -29
Cc1ccc(-c2nn(C(C)(C)C)c3ncnc(N)c23)cc1 | 1
O=C(Nc1c(C(=O)NCc2ccco2)cnn1-c1ccccc1)c1cccc(F)c1 | -2

Taken from the entries so far (12 entries):
SMILES | U2OS ROS induce
C[C@@H]1CCCCO[C@@H](CN(C)C(=O)NC2CCCCC2)[C@@H](C)CN([C@H](C)CO)C(=O)c2cc(NC(=O)Nc3cccc4ccccc34)ccc2O1 | 139*
CC(=O)Nc1ccccc1-c1nnc(SCc2ccccc2Cl)[nH]c1=O | -9
O=C(NCCC1=CCCCC1)c1ccc(Cl)cc1 | -8
C[C@H](CO)N1C[C@H](C)[C@H](CN(C)S(=O)(=O)c2ccc(Cl)cc2)Oc2c(NS(=O)(=O)c3cccs3)cccc2C1=O | 20
COc1ccc(C#Cc2ccc3c(c2)[C@]2(C(=O)N3)[C@H](C(=O)N3CCc4cc(OC)c(OC)cc4C3)[C@H]3C(=O)O[C@H](c4ccccc4)[C@H](c4ccccc4)N3[C@@H]2c2ccccc2OCCO)cc1 | 17
C[C@@H]1CN([C@H](C)CO)C(=O)Cc2cc(NS(=O)(=O)c3ccccc3)ccc2O[C@@H]1CN(C)Cc1ccc2c(c1)OCO2 | 26
COc1ccc(C(=O)CSc2nc(C)[nH]c2[N+](=O)[O-])cc1Br | 62
O=C(N/N=C/c1cc(F)ccc1O)c1ccccc1O | -14
Cn1c(SCc2nc(-c3ccccc3)no2)nnc1-c1ccco1 | 2
COc1ccc(CN(C)C[C@H]2Oc3ccc(NC(=O)NC(C)C)cc3C(=O)N([C@H](C)CO)C[C@H]2C)cc1 | -29
Cc1ccc(-c2nn(C(C)(C)C)c3ncnc(N)c23)cc1 | 1
O=C(Nc1c(C(=O)NCc2ccco2)cnn1-c1ccccc1)c1cccc(F)c1 | -2

Further results follow:
SMILES | U2OS ROS induce
O=C(c1ccc(NS(=O)(=O)c2cccc3cccnc23)cc1)N1CCOCC1 | -7
C[C@@H]1CN([C@H](C)CO)C(=O)c2cc(NC(=O)Nc3ccc(F)cc3)ccc2O[C@H]1CN(C)S(=O)(=O)c1cn(C)cn1 | -6
C[C@H]1CN([C@@H](C)CO)C(=O)Cc2cc(NC(=O)Cc3ccccc3)ccc2O[C@@H]1CN(C)Cc1ccc(Oc2ccccc2)cc1 | 66
CCC(Sc1nnc2c3ccccc3n(C)c2n1)C(=O)Nc1ncccc1Cl (stereo unspecified) | 4
CC(=O)c1c(O)cc(O[C@@H]2O[C@H](CO)[C@@H](O)[C@H](O)[C@H]2O)cc1O | -6
C[C@H](CO)N1C[C@H](C)[C@H](CN(C)C(=O)Nc2ccc3c(c2)OCO3)Oc2ncc(C#CCN(C)C)cc2C1=O | -10
Cc1ccc(C)c(NC(=O)C2CN(S(=O)(=O)c3ccccc3)CCN2S(=O)(=O)c2ccccc2)c1 (stereo unspecified) | 15
Cc1noc(C)c1NC(=O)Nc1ccc2c(c1)C(=O)N([C@@H](C)CO)C[C@@H](C)[C@H](CN(C)S(=O)(=O)c1ccc(F)cc1)O2 | -7
C[C@@H]1CN([C@H](C)CO)C(=O)c2cccc(NC(=O)CCCCCC(=O)Nc3ccccc3N)c2O[C@H]1CN(C)C(=O)Nc1cccc2ccccc12 | -3
COc1ccc(S(=O)(=O)N(C)C[C@H]2Oc3c(NC(=O)c4ccncc4)cccc3C(=O)N([C@H](C)CO)C[C@H]2C)cc1 | 2
COc1ccc(S(=O)(=O)N(C)C[C@H]2Oc3ccc(NS(=O)(=O)c4ccc(Cl)cc4)cc3C(=O)N([C@@H](C)CO)C[C@H]2C)cc1 | 7
C[C@H]1CN([C@@H](C)CO)C(=O)Cc2cc(NC(=O)Nc3ccc(C(F)(F)F)cc3)ccc2O[C@@H]1CN(C)C(=O)Nc1ccc(C(F)(F)F)cc1 | 9
CC(C)NC(=O)N(C)C[C@@H]1Oc2ccc(NC(=O)Cc3ccccc3)cc2C(=O)N([C@@H](C)CO)C[C@@H]1C | 5
C[C@@H]1CN([C@H](C)CO)C(=O)c2cccc(NS(=O)(=O)c3cccs3)c2O[C@H]1CN(C)S(=O)(=O)c1ccccc1 | 5
C[C@@H]1CN([C@H](C)CO)C(=O)c2cccc(NC(=O)c3ccncc3)c2O[C@H]1CN(C)S(=O)(=O)c1ccccc1 | -4
O=S(=O)(N[C@@H]1CCCN(Cc2ccc(OCCO)cc2)C1)c1ccccc1 | 13
COc1ccc(NC(=O)N(C)C[C@H]2Oc3ccc(NC(=O)CCCCCC(=O)Nc4ccccc4N)cc3C(=O)N([C@@H](C)CO)C[C@@H]2C)cc1 | -14
O=C(NCCNC(=O)c1ccccc1[N+](=O)[O-])c1ccc(F)cc1 | 0
Cc1noc(C)c1NC(=O)N(C)C[C@@H]1OCCCC[C@@H](C)Oc2ccc(NC(=O)c3ccncc3)cc2C(=O)N([C@H](C)CO)C[C@@H]1C | 18
CN[C@H]1CC[C@@H](c2ccc(Cl)c(Cl)c2)c2ccccc21 | -2
N=C1SCC(=O)N1c1nccs1 | 0
C[C@@H]1CN([C@H](C)CO)C(=O)c2cccc(NS(=O)(=O)c3cccs3)c2O[C@@H]1CN(C)C(=O)NC1CCCCC1 | -12
Nc1nnc(SCC(=O)Nc2ccccc2C(=O)c2ccccc2)s1 | 9
COc1ccc(NC(=O)N(C)C[C@H]2Oc3c(NC(=O)Nc4cccc5ccccc45)cccc3C(=O)N([C@@H](C)CO)C[C@H]2C)cc1 | -2
O=C(Nc1cccc(S(=O)(=O)N2CCCC2)c1)c1cc(-n2cnnc2)ccc1Cl | -2
Cc1noc(C)c1NC(=O)N(C)C[C@@H]1Oc2ccc(NC(=O)NC(C)C)cc2CC(=O)N([C@H](C)CO)C[C@H]1C | 1
C[C@@H]1CN([C@H](C)CO)C(=O)Cc2cc(NC(=O)c3ccncc3)ccc2O[C@H]1CN(C)CC1CCCCC1 | 10
COc1ccc(S(=O)(=O)N(C)C[C@H]2Oc3ccc(NC(=O)Cn4cnnn4)cc3C(=O)N([C@@H](C)CO)C[C@H]2C)cc1 | -2
NS(=O)(=O)c1ccc(NC(=O)/C=C/c2ccccc2)cc1 | -7
O=C(N1CCOCC1)[C@]1(CCS(=O)(=O)c2ccccc2)N=C(c2ccc(OCCCO)cc2)O[C@@H]1c1ccccc1 | 56
C[C@]12CC[C@@H]3c4ccc(O)cc4CC[C@H]3[C@@H]1CC[C@@H]2O | -4
COc1ccc(CN(C)C[C@@H]2Oc3ccc(NC(=O)Cn4cnnn4)cc3CC(=O)N([C@H](C)CO)C[C@H]2C)cc1 | 1
O=C(CS)NCCCCCCNC(=O)[C@@H]1C[C@@H]2C(=O)NCC(=O)N2[C@@H]1c1ccc(O)cc1 | -11
CC(=O)Nc1ccc(NC(=O)CN(c2ccc(C)c(Cl)c2)S(C)(=O)=O)cc1 | -3
CN(C)CCCC[C@@H]1NC(=O)[C@H]2C[C@@H](C(=O)NCc3ccc(F)cc3)[C@@H](c3ccc(O)cc3)N2C1=O | -6
COc1cccc(C(=O)Nc2ccc(NC(=O)C3CCCCC3C(=O)O)cc2)c1 (stereo unspecified) | 24
CCCn1c(NCCCO)nc2ccccc21 | 0
CCCCc1nc(OCC(=O)c2ccccc2)c(C#N)c2c1COC(C)(C)C2 | 55
C[C@H]1CN([C@@H](C)CO)C(=O)c2cccc(NS(=O)(=O)c3ccc(Cl)cc3)c2O[C@H]1CN(C)Cc1ccncc1 | -2
CCOc1ccc(NC(=O)C(C)Sc2nc3ccccc3c(=O)n2-c2cccc(C)c2)cc1 (stereo unspecified) | 35
COc1ccccc1CNC(=O)c1ccc(Cl)c(S(=O)(=O)N2CCOCC2)c1 | 5
C[C@@H]1CN([C@H](C)CO)C(=O)CCCn2cc(nn2)CO[C@@H]1CN(C)S(=O)(=O)c1ccc(Cl)cc1 | 5
COc1cc2c(c(OC)c1OC)C[C@H]1COC(=O)[C@@H]1Cc1c-2cc(OC)c(OC)c1OC | 42
C[C@@H]1CCCCO[C@@H](CN(C)S(=O)(=O)c2cccs2)[C@@H](C)CN([C@H](C)CO)C(=O)c2cc(NS(=O)(=O)c3ccc(F)cc3)ccc2O1 | 102*
C[C@H](CO)N1C[C@H](C)[C@@H](CN(C)S(=O)(=O)c2ccccc2)Oc2ccc(NC(=O)C3CCCCC3)cc2C1=O | 23
C[C@@H]1CN([C@H](C)CO)C(=O)Cc2cc(NS(=O)(=O)c3ccc(Cl)cc3)ccc2O[C@H]1CN(C)S(=O)(=O)c1ccc(Cl)cc1 | 3
Cc1ccc(S(=O)(=O)Nc2cccc3c2O[C@H](CN(C)S(=O)(=O)c2ccc(C)cc2)[C@H](C)CN([C@@H](C)CO)C3=O)cc1 | -8
C[C@@H]1CN([C@@H](C)CO)C(=O)Cc2cc(NC(=O)C3CC3)ccc2O[C@@H]1CN(C)C(=O)Nc1ccc(C(F)(F)F)cc1 | -6
C[C@@H]1CN([C@@H](C)CO)C(=O)Cc2cc(NC(=O)Nc3ccccc3)ccc2O[C@@H]1CN(C)C(=O)Nc1ccc2c(c1)OCO2 | -2
CC(C)NC(=O)N(C)C[C@H]1Oc2ccc(NC(=O)CCN3CCOCC3)cc2C(=O)N([C@H](C)CO)C[C@@H]1C | 0
Cc1ccc(S(=O)(=O)N(C)C[C@@H]2Oc3c(NS(=O)(=O)c4cn(C)cn4)cccc3C(=O)N([C@H](C)CO)C[C@@H]2C)cc1 | -7
COc1ccc(NC(=O)Nc2ccc3c(c2)C(=O)N([C@H](C)CO)C[C@H](C)[C@H](CN(C)Cc2ccc(C(=O)O)cc2)O3)cc1 | -5
CN(c1cccc(NC(=O)c2ccc(Cl)c(S(=O)(=O)N3CCOCC3)c2)c1)S(C)(=O)=O | 18
C[C@H]1CN([C@@H](C)CO)C(=O)c2cccc(NC(=O)CCCCCC(=O)Nc3ccccc3N)c2O[C@H]1CN(C)C(=O)Nc1ccccc1 | -5
C[C@H]1CN([C@@H](C)CO)C(=O)Cc2cc(NC(=O)c3ccncc3)ccc2O[C@H]1CN(C)C(=O)NC1CCCCC1 | -3
CC(=O)N1c2ccccc2N=C(c2ccc(C)cc2)CC1c1ccccc1 (stereo unspecified) | 36
CC(C)NC(=O)N(C)C[C@@H]1Oc2ccc(NS(=O)(=O)c3ccc(Cl)cc3)cc2C(=O)N([C@H](C)CO)C[C@@H]1C | 0
C[C@@H]1O[C@@H](OC[C@H]2O[C@@H](OCc3ccccc3)[C@H](O)[C@@H](O)[C@@H]2O)[C@H](O)[C@H](O)[C@H]1O | 11
O=C(N/N=C/c1ccc2c(c1)OCCO2)c1ccccn1 | 3

Bioassay records: PubChem BioAssay, Broad Institute

Only part of the results is shown (hit frequency here may not be typical).
